Assay outcomes deposited in PubChem BioAssay by several laboratories.
IEC-6 cytotox: IEC-6 cytotoxicity, counter-screen for KLF5 inhibitors. AID 1825. luminescence viability. inhibition, % at 5 µM. 0.78% of 290,000 active; in the data active = inhibition above about 22%;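 note: 0% = plate median of test compound wells and 100% = cytotoxic reference compound wells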
PolyA inh: blocks polyadenylation in yeast reporter cells; S. cerevisiae SKY197-pL101 polyadenylation reporter, beta-gal luminescence; efflux-impaired pdr1/pdr3 knockout yeast; score 100 = 6 SD above DMSO; calls only at 12 µM; 0.02% of 300,000 active; AID 1875;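 active = lowest replicate activity score at least 50, where 100 means six control SD above control mean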;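 note: yeast exposed to compound for 9 h at 30 °C; higher score means more reporter readthrough which indicates perturbed polyadenylation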
HSF1 activator: increases HSF-1 driven luciferase reporter signal | activation, % at 9 µM | NIH3T3-HGL HSF-1 luciferase reporter, MG132, 8 h; 100% = twice DMSO control signal | AID 504408 | 1.7% of 300,000 active;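 active = mean replicate activation of at least 50% with a set share of replicates each reaching 50%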;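 note: 0% = median of the neutral control wells and 100% = twice that signal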
GSK3B inh: blocks human GSK3beta kinase activity. GST-GSK3beta kinase, ADP-Glo luminescence, 60 min; hits give low values. activity score (negative = inhibition), % at 10 µM. 0.038% of 300,000 active. AID 2097;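 active = more than half of replicate wells score below -50%, meaning over 50% inhibition versus plate controls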;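 note: 0% = median DMSO wells and -100% = median GW8510 positive control wells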
Target sequence (P49841 whole entry, looked up): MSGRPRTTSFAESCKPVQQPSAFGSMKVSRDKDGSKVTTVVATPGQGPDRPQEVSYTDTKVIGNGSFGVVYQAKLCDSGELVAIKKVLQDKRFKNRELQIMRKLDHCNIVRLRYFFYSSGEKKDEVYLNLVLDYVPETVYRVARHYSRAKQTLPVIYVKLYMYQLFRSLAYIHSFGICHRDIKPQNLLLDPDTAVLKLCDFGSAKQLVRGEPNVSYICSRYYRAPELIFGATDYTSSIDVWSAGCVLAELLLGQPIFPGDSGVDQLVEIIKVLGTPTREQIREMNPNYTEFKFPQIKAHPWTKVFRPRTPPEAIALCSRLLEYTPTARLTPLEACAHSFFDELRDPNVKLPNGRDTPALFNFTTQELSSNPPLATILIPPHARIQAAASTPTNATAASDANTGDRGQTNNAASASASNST
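Assay system: GST-fused GSK3beta enzyme, cell-free / Medium: Tris pH 7.5 buffer with MgCl2, DTT, BSA, heparin / Also added: peptide substrate plus 25 µM ATP (final) / Compound: 10 µM single point / Timing: kinase reaction with compound 60 min at room temperature / Detection: ADP-Glo luminescence / Benchmarks: DMSO neutral wells and GW8510 at 20 µM as positive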
AI-2 QS modul: modulates the Vibrio harveyi AI-2 quorum sensing system. Vibrio harveyi JMH597 AI-2 luminescence/OD600 ratio, 9 h; hits give low values; strain lacks LuxN and CqsS sensors; 0 = neutral-control median. activity change, % at 7.5 µM. 0.4% of 300,000 active. AID 2094; in the data active = activity change below about -75%, passing the limit was not always enough;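 note: luminescence divided by OD600 gain over 9 h not by final OD600 alone; inactives centre near 13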
KLF5 inh: suppresses KLF5 promoter-driven expression; DLD-1 KLF5 promoter-luciferase reporter, luminescence; inhibition, % at 5 µM; 0.23% of 290,000 active; AID 1700;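 active = inhibition above a per-plate limit of that plate's mean compound inhibition plus 3 SD, cut at about 60% in these data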;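 note: 0% = DMSO wells and 100% = LY294002 at 200 µM; higher means less KLF5 promoter-driven luciferase light; inactives centre near -14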
aSyn 5UTR inh: MLPCN primary screen, SNCA 5' untranslated region; inhibition, % (tested at 7.5 µM); alpha-synuclein 5'UTR reporter, inhibitor activity; AID 1813; 0.82% of 300,000 active; in the data active = inhibition above about 60%;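 note: H4 neuroglioblastoma cells stably carrying SNCA 5'UTR luciferase fusion; 0% = DMSO wells and 100% = positive control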
HSP90 refold inh: blocks HSP90-mediated luciferase refolding in reticulocyte lysate. Rabbit reticulocyte lysate, luciferase refolding luminescence, 3 h. inhibition, % at 5.6 µM. 0.91% of 290,000 active. AID 1789;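 active = inhibition above the screen-wide mean plus 3 SD, computed separately per campaign, cut at about 16% in these data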;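 note: 0% = DMSO wells and 100% = 60 µM geldanamycin wells; inhibitors lower the luminescence because luciferase stays unfolded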
HSF1 inhib: HSF1 inhibition; NIH3T3-HGL HSE-luciferase, MG132-induced, luminescence 8 h; hits give low values; activity change, negative = inhibition, % at 7.5 µM (by protocol); 0.77% of 300,000 active; AID 2098;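 active = more than half of replicate wells show activity change below -50%, luminescence cut by over half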;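 note: luciferase reports HSF-1 transcriptional activity via heat shock element; 0% = median of DMSO wells and -100% = zero luminescence signal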
GSK3 alpha inh: human GSK-3 alpha kinase inhibition. ADP-Glo luminescence, 60 min. P49840. 0.1% of 320,000 active. AID 2650. inhibition, % at 10 µM;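 in the data active = inhibition above about 50%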;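 note: GST-tagged GSK-3 alpha with peptide substrate and 25 µM ATP; 0% = DMSO neutral wells and 100% = GW8510 positive control wells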
Target sequence (P49840 whole entry, looked up): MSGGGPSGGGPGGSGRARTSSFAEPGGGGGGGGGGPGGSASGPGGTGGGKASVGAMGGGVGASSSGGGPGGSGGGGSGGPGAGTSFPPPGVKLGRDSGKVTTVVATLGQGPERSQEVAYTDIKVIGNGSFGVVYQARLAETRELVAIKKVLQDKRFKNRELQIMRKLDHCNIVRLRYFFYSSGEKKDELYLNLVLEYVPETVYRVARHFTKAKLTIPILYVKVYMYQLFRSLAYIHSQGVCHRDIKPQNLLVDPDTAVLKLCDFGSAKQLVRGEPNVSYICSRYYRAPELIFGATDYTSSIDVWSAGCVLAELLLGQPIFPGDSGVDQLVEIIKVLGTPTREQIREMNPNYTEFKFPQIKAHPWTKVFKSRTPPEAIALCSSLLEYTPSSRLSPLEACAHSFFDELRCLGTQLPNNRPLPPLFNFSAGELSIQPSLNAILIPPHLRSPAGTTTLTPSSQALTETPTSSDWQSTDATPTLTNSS
* marks the source's active call; other numbers are inactive results; i = inactive; nt = not tested or not shown.

Fields: GSK3 alpha inh	aSyn 5UTR inh	HSF1 activator	HSP90 refold inh	GSK3B inh	AI-2 QS modul	HSF1 inhib	PolyA inh	KLF5 inh	IEC-6 cytotox
- O=C(c1ccc2nc(N3CCOCC3)sc2c1)N1CCCC1
    1.0	2.9	8.0	-3.5	-2.8	21.4	5.0	i	-19.1	-1.9
- Cc1nn(S(=O)(=O)c2ccc(F)cc2)c(C)c1S(=O)(=O)N1CCCCC1
    -2.3	23.8	5.7	-3.1	1.0	11.1	-7.4	i	-11.4	1.8
- Cc1[nH]c2ccccc2c1C(=O)CSC(=S)N(C)C1CCCCC1
    0.5	-14.1	36.6	-1.1	3.0	27.2	7.8	i	-14.0	-3.9
- O=C(CN(Cc1ccccc1)C(=O)CNS(=O)(=O)c1ccccc1)NCc1ccco1
    -0.2	-15.0	11.7	2.3	1.0	23.3	3.3	i	-18.8	-0.3
- Cn1cc(/C=C(\C#N)C(=O)Nc2ncc(Cc3cccc(Cl)c3)s2)c2ccccc21
    -1.1	5.2	8.4	3.0	-2.8	18.5	5.7	i	13.7	6.8
- COc1ccccc1CCNC(=O)c1ccc(C)o1
    -0.2	-17.9	8.1	5.5	-4.4	7.5	-3.3	i	-43.1	-7.2
- COc1ccccc1-c1cc2nc(C)c(CCC(=O)NCc3ccco3)c(C)n2n1
    -3.0	21.2	5.7	-0.8	0.1	1.4	-2.3	i	-14.6	4.0
- CCN(CC)CCN1C(=O)C2C(C(=O)Nc3cccc(SC)c3)C3C=CC2(O3)C1C(=O)NC1CCCC(C)C1C (stereo unspecified)
    -1.5	-30.3	5.2	2.4	0.5	21.8	-3.3	i	-27.8	-5.8
- Cc1cccc(NC(=O)/C(=C\c2ccc([N+](=O)[O-])o2)NC(=O)c2ccc(Cl)cc2)c1
    -0.1	nt	nt	2.3	nt	nt	nt	nt	0.4	1.4
- Cc1ccc(NC(=O)CSc2nc(N)c3cc4c(nc3n2)CCCC4)cc1
    nt	-51.9	15.5	-1.7	2.6	19.2	8.6	i	-19.9	0.3
- CCOC(=O)NC(=O)c1cn(-c2ccc(OC)cc2)c(=O)[nH]c1=O
    -2.4	1.8	-1.0	-6.1	2.5	13.2	-3.8	i	-56.1	-4.1
- CCN(CC)c1ccc(C(=O)NNC(=O)CCc2nc3ccccc3c(=O)[nH]2)cc1
    0.3	9.6	-12.5	4.7	-2.6	-1.9	-0.8	i	-4.7	5.9
- Cc1ccc(COC(=O)c2nn(-c3ccccc3)nc2N)cc1
    -4.6	14.1	4.9	4.3	-2.4	16.7	2.5	i	-3.3	3.2
- COc1ccc(N(CC(C)C)S(=O)(=O)c2nnc(NC(=O)c3ccco3)s2)cc1
    -2.9	-20.8	9.2	-5.4	3.7	24.7	1.9	i	-1.8	-0.7
- Cc1ccc(-c2n[nH]c(=S)nc2-c2ccc(C)cc2)cc1
    -2.6	6.4	-29.1	2.4	-4.2	-12.4	-12.5	i	-25.7	9.5
- N#Cc1cnc(SCC(=O)c2ccccc2)nc1N
    -0.1	-29.4	0.3	10.1	-2.8	16.5	1.3	i	-76.2	0.5
- COc1ccc(C2CC(c3ccccc3)=NN2C(=O)COC(=O)c2cc(S(=O)(=O)N3CCOCC3)ccc2F)cc1 (stereo unspecified)
    0.2	16.4	10.1	3.0	3.3	28.4	6.3	i	10.4	-6.6
- CCOC(=O)C1=C(N)OC2=C(C(=O)CCC2)C1c1cccs1 (stereo unspecified)
    1.2	-4.4	22.3	3.2	-1.2	33.3	6.7	i	-26.0	1.8
- O=C(Nc1cccc([N+](=O)[O-])c1)c1ccc2ccccc2c1O
    -2.6	-127.7	23.9	-2.9	1.8	17.6	10.6	i	-61.3	3.4
- O=C(Cn1cnc2ccccc21)N/N=C/c1cccnc1
    -0.7	0.6	2.8	0.3	2.0	11.0	-4.6	i	-22.0	-0.4

(listing goes on)
Fields: GSK3 alpha inh	aSyn 5UTR inh	HSF1 activator	HSP90 refold inh	GSK3B inh	AI-2 QS modul	HSF1 inhib	PolyA inh	KLF5 inh	IEC-6 cytotox
- Cn1c(N2CCOCC2)nc2c1c(=O)n(Cc1ccc(Cl)cc1)c(=O)n2C
    -0.4	14.9	35.9	-3.6	-0.7	9.5	1.8	i	-14.7	-1.4
- CCc1ccc2nc3c(c(C(=O)O)c2c1)CCC3
    -3.3	17.8	2.1	-2.2	0.7	16.9	-7.0	i	-3.7	-5.7
- Cc1ccc(NC(=O)c2cc(-c3cccs3)nc3ccccc23)nc1
    -1.3	-8.0	9.7	2.8	-2.4	16.9	-1.9	i	-16.9	-12.9
- COC(=O)c1cc2occc2n1Cc1cccc(C)c1
    -0.2	-12.3	5.2	2.4	1.7	9.0	6.9	i	-27.9	8.4
- C=CCNC(=S)NNC(=O)c1cc(O)ccc1O
    1.5	6.4	-6.4	2.5	0.8	3.8	0.7	i	-3.4	-3.5
- Cc1ccc2c(Cn3cc(C(F)(F)F)cc(Cl)c3=O)cc(=O)oc2c1
    -2.7	-12.1	-9.3	-3.6	-3.9	13.2	20.7	i	-27.9	5.4
- COC(=O)c1ccccc1OS(=O)(=O)N(C)C
    -0.7	-3.6	0.8	1.7	-1.3	5.9	-0.4	i	-13.3	1.3
- CN1CCN(S(=O)(=O)c2ccc(C(=O)Nc3ccccc3)cc2)CC1
    1.4	nt	nt	-2.8	-1.3	11.3	nt	i	-14.8	-3.8
- CCN(CC)CCCn1c2c(c(SCC(=O)Nc3nc(C)cs3)nc1=O)CCC2
    2.7	-6.9	-6.4	nt	0.4	12.8	-7.4	i	nt	nt
- O=C(Nc1ccc(N2CCN(C(=O)c3ccccc3)CC2)cc1)c1cccnc1
    -1.1	-6.5	-14.8	-2.8	-2.7	13.4	-0.1	i	-5.5	-3.5
- Cc1ccc(S(=O)(=O)N2CCC(N3CCC(C)CC3)CC2)cc1
    -0.2	-9.4	-17.8	-5.1	0.6	29.0	-9.7	i	2.9	-6.2
- COc1ccc(CNC(=O)Nc2ccc(C)cc2)cc1
    3.9	-60.2	5.7	-1.6	1.3	-79.0*	5.2	i	-51.9	4.2
- CC1CCC(NC(=O)c2ccc(NC(=O)c3ccc(=O)[nH]c3)cc2)CC1 (stereo unspecified)
    -1.0	-67.5	11.0	6.3	0.8	2.1	-1.4	i	-8.7	-8.2
- Cc1ccc(NC(=O)C2CCCC2)cc1Cl
    -1.1	-20.1	-2.2	nt	1.7	22.3	2.4	i	nt	nt
- CCOc1ccc(CCNC(=O)CN2C(=O)NC(CCSC)C2=O)cc1OCC (stereo unspecified)
    1.9	-0.1	-3.8	-0.8	-1.0	-1.6	-6.8	i	-16.2	0.2
- CCn1cc(C(=O)NCCCN(C)C)c(=O)c2cc(F)c(N3CCN(C)CC3)cc21
    -4.5	-64.7	-4.8	3.3	-1.4	18.7	2.6	i	-12.1	4.9
- Cc1nn(CCCC(=O)NC(C)c2ccccc2)c(=O)c2nn(-c3ccccc3)c(C)c12 (stereo unspecified)
    -0.1	14.4	20.6	3.2	-0.2	25.0	15.9	i	-3.0	12.1
- CC(C)NC(=O)C1CCN(Cc2cnn(-c3ccccc3)c2-n2cccc2)CC1
    0.5	2.0	14.3	-2.8	-3.7	18.5	-4.6	i	-12.9	1.4
- CCCc1cc(C(N)=O)c(NC(C)=O)s1
    30.7	24.7	18.6	-0.3	-2.3	5.2	2.0	nt	-28.4	-5.3
- Cc1sc2ncn(CC(=O)NCCCC(=O)Nc3ccc(C(C)C)cc3)c(=O)c2c1C
    4.7	-10.4	24.5	2.3	-3.7	-0.6	8.7	i	23.5	-1.1

4 records picked at random from the list so far, as already listed:
Fields: GSK3 alpha inh	aSyn 5UTR inh	HSF1 activator	HSP90 refold inh	GSK3B inh	AI-2 QS modul	HSF1 inhib	PolyA inh	KLF5 inh	IEC-6 cytotox
- CCc1ccc2nc3c(c(C(=O)O)c2c1)CCC3
    -3.3	17.8	2.1	-2.2	0.7	16.9	-7.0	i	-3.7	-5.7
- Cc1nn(CCCC(=O)NC(C)c2ccccc2)c(=O)c2nn(-c3ccccc3)c(C)c12 (stereo unspecified)
    -0.1	14.4	20.6	3.2	-0.2	25.0	15.9	i	-3.0	12.1
- Cc1ccc(NC(=O)C2CCCC2)cc1Cl
    -1.1	-20.1	-2.2	nt	1.7	22.3	2.4	i	nt	nt
- Cc1ccc(S(=O)(=O)N2CCC(N3CCC(C)CC3)CC2)cc1
    -0.2	-9.4	-17.8	-5.1	0.6	29.0	-9.7	i	2.9	-6.2

(listing goes on)
Fields: GSK3 alpha inh	aSyn 5UTR inh	HSF1 activator	HSP90 refold inh	GSK3B inh	AI-2 QS modul	HSF1 inhib	PolyA inh	KLF5 inh	IEC-6 cytotox
- CCC1CCCCN1CCCNC(=O)c1cn(CC)c2ccc(S(=O)(=O)N(C)C3CCCCC3)cc2c1=O (stereo unspecified)
    2.8	-10.0	2.7	-0.6	4.7	4.6	-5.2	nt	-12.3	-1.4
- CCOc1ccc(S(=O)(=O)Nc2ccccc2C(=O)Nc2ccccc2N2CCOCC2)cc1
    1.1	5.8	6.0	6.7	2.0	41.0	3.5	i	-11.3	-13.3
- CC(C)(C)NS(=O)(=O)c1ccc(Oc2ncc(C(F)(F)F)cc2Cl)cc1
    -0.4	-6.5	5.2	0.4	0.2	28.2	-8.3	i	-25.0	0.9
- CCc1ccccc1NC(=O)CCS(=O)(=O)c1ccc(Br)cc1
    -1.6	-0.1	13.1	-1.9	1.8	30.0	2.1	i	-8.2	-6.9
- CCCCc1ccc(NC(=S)NN2CCOCC2)cc1
    9.9	-36.8	12.0	0.2	1.3	15.4	3.7	i	-3.8	4.8
- COC(=O)c1scc(C)c1NS(=O)(=O)c1ccc(NC(C)=O)cc1
    -3.3	7.6	6.3	2.0	1.6	23.9	-6.1	i	3.4	1.3
- Cc1ccc(-c2nn(C)c(=O)c3ccccc23)cc1CNC(=O)NC1CCCCC1
    -0.6	16.5	-18.7	6.4	-3.7	21.5	2.9	i	-31.8	-1.3
- O=C(NCCCN1CCCC1=O)[C@H](CSCc1ccccc1)N1Cc2ccccc2C1=O
    2.2	31.3	-0.7	-0.3	1.9	10.4	-9.5	i	-11.1	0.2
- CC(C)c1nc2ccc(NC(=O)C3CCCCC3)cc2[nH]1
    -0.8	nt	nt	2.5	nt	nt	nt	nt	-29.2	6.0
- COc1cc(NC(=S)NCC2CCCO2)c(OC)cc1Cl (stereo unspecified)
    2.6	-39.5	12.6	1.5	-0.4	29.3	7.5	i	-49.8	4.5
- CCC(=O)N/C(=N/c1nc(C)cc(C)n1)Nc1ccc(OC)cc1
    2.1	-9.1	nt	4.5	-3.8	9.0	nt	i	7.3	-1.3
- O=CN1CCN(C(=O)c2cc3cc(Cl)ccc3[nH]2)CC1
    -0.2	9.8	1.1	-4.3	-0.7	7.1	-0.8	nt	-38.6	-0.8
- C=CCN1C(=Nc2cccnc2)SCC1(O)c1ccc(C)cc1 (stereo unspecified)
    nt	-47.6	35.8	0.9	-0.3	9.1	5.4	i	-60.2	-0.5
- O=C(Nc1cc2c(cc1Cl)OCCCO2)c1ccccc1
    -0.3	-151.4	33.8	0.8	1.6	10.0	6.0	i	-113.5	-5.6

A portion of the library; rates above refer to the full screens.
